Assay outcomes: PubChem BioAssay, several laboratories
Pemphigus Ab inh – human desmoglein-3 autoantibody binding inhibition; binding (percent of control), % at 10 µM; DSG3-coupled beads, scFv-anti-DSG3-GFP binding, flow cytometry; stronger effect = lower value; P32926; 0.48% of 310,000 active; AID 588358;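 active means binding more than 3 SD below its plate's average and above zero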;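 further: hits lower antibody fragment binding to DSG3; some compounds called inactive have numbers as strong as hits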
Target sequence (P32926 whole entry, looked up, the tested form may be a part): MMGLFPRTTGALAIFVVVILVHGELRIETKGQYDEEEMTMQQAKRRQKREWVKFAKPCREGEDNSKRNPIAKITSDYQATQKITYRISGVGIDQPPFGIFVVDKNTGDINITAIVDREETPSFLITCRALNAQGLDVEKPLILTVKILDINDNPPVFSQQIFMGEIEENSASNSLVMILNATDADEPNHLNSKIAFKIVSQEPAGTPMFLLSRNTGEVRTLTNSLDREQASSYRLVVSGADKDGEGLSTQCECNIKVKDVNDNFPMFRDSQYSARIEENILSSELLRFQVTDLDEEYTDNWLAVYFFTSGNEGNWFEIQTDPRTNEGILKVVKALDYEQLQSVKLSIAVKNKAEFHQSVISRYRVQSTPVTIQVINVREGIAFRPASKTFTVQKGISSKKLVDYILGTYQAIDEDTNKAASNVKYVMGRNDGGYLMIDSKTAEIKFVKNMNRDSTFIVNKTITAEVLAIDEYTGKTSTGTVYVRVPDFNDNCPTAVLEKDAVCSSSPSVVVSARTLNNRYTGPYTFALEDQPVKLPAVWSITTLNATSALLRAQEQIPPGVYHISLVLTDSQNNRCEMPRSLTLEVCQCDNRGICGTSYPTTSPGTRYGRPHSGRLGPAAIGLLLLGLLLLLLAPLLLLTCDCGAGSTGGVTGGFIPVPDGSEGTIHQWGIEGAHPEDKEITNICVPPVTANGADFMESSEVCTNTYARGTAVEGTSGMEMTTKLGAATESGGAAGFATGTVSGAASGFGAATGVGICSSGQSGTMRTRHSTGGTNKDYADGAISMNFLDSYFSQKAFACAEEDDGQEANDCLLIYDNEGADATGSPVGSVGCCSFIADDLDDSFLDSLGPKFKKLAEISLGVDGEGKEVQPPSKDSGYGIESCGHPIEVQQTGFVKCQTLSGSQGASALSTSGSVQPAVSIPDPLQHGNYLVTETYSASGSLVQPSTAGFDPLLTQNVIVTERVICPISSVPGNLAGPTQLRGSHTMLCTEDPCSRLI
OPRM1-OPRD1 inv – inverse agonists of human mu-delta opioid receptor heterodimerization | cell-based MOR-DOR heterodimer luminescence, inverse agonism | inhibition, % at 9.3 µM | 0.21% of 340,000 active; in the data active means inhibition above about 22%, passing the limit was not always enough;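 further: 0% = cells with DMSO and 100% = wells without cells with DMSO; values of inactives mirror those of a sister screen read the other way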
Arr AP2 block – blocks beta-arrestin peptide binding to AP2 adaptin; inhibition, % at 10 µM; FITC-arrestin peptide / GST-AP2 beads, flow cytometry; AP2 beta2 appendage carries R879A mutation; 0.31% of 340,000 active;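 active means inhibition above a set limit, near 3 SD of compounds lacking own fluorescence, cut at about 54% in these data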;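 further: plate controls were DMSO wells for no effect and 5 µM unlabelled arrestin peptide for full effect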
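System: GST-tagged AP2 beta2-adaptin appendage (R879A) on 4 µm glutathione beads / Reagent: FITC-arrestin peptide, 50 nM / Detection: HyperCyt-sampled flow cytometry, FL1 channel, ex 488/em 535 nm / Timing: 12 min plus 1 h, RT / Buffer or medium: PBS plus Tween 20 (0.05%) and BSA (0.1%)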
PKA-R1A activ – activators of PKA-R1A complex. 0.083% of 340,000 active. P00514+P68181. AID 504707. activation, % at 11.4 µM. PKA-R1A dissociation, Cy5-IP20 fluorescence polarization; scaled: DMSO 0%, 113 µM cGMP 100%;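 active means percent activation above the mean of all tested compounds plus 3 SD, cut at about 19% in these data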;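 further: higher means more PKAc released from R1A so a rise in polarization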
HTR5A inv ctr – inverse agonist of human HTR5A in OPRM1-OPRD1 counter-screen. 0.083% of 340,000 active. HTR5A cell line, luminescence, inverse agonism. inhibition, % at 9.3 µM. P47898. AID 504634; in the data active means inhibition mostly above about 23%, no sharp cut-off; inactive means mostly below about 18%;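 further: 0% = cells with DMSO and 100% = no-cell wells with DMSO; some compounds called inactive have numbers as strong as hits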
OPRM1-OPRD1 ag – OPRM1-OPRD1 heterodimerization agonism. P35372+P41143. cells, luminescence. activation, % at 9.3 µM. 0.3% of 340,000 active. AID 504326; in the data active means activation above about 18%;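 further: 0% = vehicle-treated cells and 100% = reference agonist; values of inactives mirror those of a sister screen read the other way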
PKA-R2B act – activators of human PKA-R2B complex. P22694+P31323. PKA-R2B holoenzyme dissociation, Cy5-IP20 fluorescence polarization; R2B truncated from residue 108, S112A mutant; 0% DMSO only, 100% 113 µM cGMP. activation, % at 11.4 µM. 0.079% of 340,000 active;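 active means activation above a cutoff set at the mean over all compounds plus 3 SD, cut at about 18% in these data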;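 further: higher means more holoenzyme dissociation and a rise in polarization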
HTR5A ag – HTR5A agonism, opioid heterodimer counter-screen | P47898 | HTR5A agonist assay, luminescence, cell-based | activation, % at 9.3 µM | 0.61% of 340,000 active; in the data active means activation mostly above about 9.5%, no sharp cut-off; inactive means mostly below about 7.6%;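 further: 0% = cells with vehicle only and 100% = reference agonist; strong numbers were not always called active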
V-ATPase pH – regulators of yeast V-ATPase proton transport; S. cerevisiae, pHLuorin cytosolic pH fluorescence; 0.37% of 350,000 active; response, % at 10 µM; in the data active means response mostly above about 7.3%, no sharp cut-off; inactive means mostly below about 5.4%; further: actives read high; inactives centre near 0; some compounds called inactive have numbers as strong as hits; reference of the scale not given here
DAGLB inh – blocks human DAGLB lipase activity; Q8NCG7; 0.059% of 340,000 active; HEK293T DAGLB membrane lysate, EnzChek fluorogenic substrate; inhibition, % at 5.17 µM; in the data active means inhibition above about 34%;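 further: 0% = enzyme with vehicle and 100% = wells lacking enzyme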
The depositor's hits bear a star; . = no result given.

SMILES | Pemphigus Ab inh | OPRM1-OPRD1 inv | Arr AP2 block | PKA-R1A activ | HTR5A inv ctr | OPRM1-OPRD1 ag | PKA-R2B act | HTR5A ag | V-ATPase pH | DAGLB inh
CCN1CCN(C(=S)Nc2ccc([N+](=O)[O-])cc2)CC1 | 108 | 18 | 10 | -10 | -13 | -3.5 | -11 | -1 | 1 | 2
O=C(NC1CCCC1)c1cc(-c2ccccc2)nc2ccccc12 | 115 | 11 | 10 | 2 | 1 | -2.2 | -1 | 0 | -2 | -5
C/C=C/c1ccc(OCCCCNCc2ccco2)c(OC)c1 | 121 | 15 | -1 | -17 | 4 | -3.0 | -1 | -2 | -1 | -2
CCOc1cc(NC(=O)C2CC2)c(OCC)cc1NC(=O)CCn1nnc2ccccc21 | 100 | 10 | -6 | 8 | 16 | -2.1 | 6 | 0 | 1 | 1
Cc1ccc(CS/C(Nc2ccccc2C)=C(\C#N)C(N)=O)c(C)c1 | 104 | -30 | -13 | -14 | 7 | 4.4 | 5 | 1 | 0 | 0
Cc1nn(S(=O)(=O)c2ccc(C(C)C)cc2)c(C)c1S(=O)(=O)N1CCOCC1 | 102 | 9 | 26 | -8 | -5 | -1.8 | 1 | -1 | 6 | -4
CC1(c2ccccc2)CC(c2ccccc2)=Nc2ccccc2N1 (stereo not drawn) | 104 | -4 | 15 | 3 | 8 | 0.8 | -1 | 3 | 0 | -2
COC(=O)c1cc(CSC(=N)N)ccc1OCCC(C)C | 99 | 7 | -11 | -7 | 14 | -1.3 | -4 | 3 | 0 | 0
COC(=O)c1ccccc1NC(=O)NCc1ccccn1 | 102 | 20 | -10 | 5 | 9 | -3.4 | -10 | -1 | 3 | -2
COc1cc(OC)c(C2C(C(=O)Nc3ccccc3)=C(C)Nc3ncnn32)cc1OC (stereo not drawn) | 103 | 9 | -1 | 1 | 11 | -1.6 | -9 | -4 | -1 | 1
Cc1cccc(CCN2C(Nc3ccccc3)=NC[C@@H]2C)c1 | 102 | 5 | 27 | 6 | 5 | -1.0 | -2 | -2 | -4 | -1
Cc1ccc2nc(SCC(=O)N3CCN(C(=O)c4ccco4)CC3)[nH]c2c1 | 111 | 1 | 10 | -2 | -18 | -0.1 | 6 | 7 | 0 | 3
CC(C)c1ccc(N(CC(=O)NCCSCc2ccco2)S(C)(=O)=O)cc1 | 75 | 15 | -11 | 7 | -1 | -2.9 | 5 | 0 | -3 | -1
COc1ccc(N/C=C/C(=O)c2ccc(OC)c(OC)c2)cc1 | 114 | 3 | 4 | 4 | 8 | -0.5 | 7 | 9 | 2 | 0
CCC(C)C(NC(=O)C1CCC(C)CC1)C(=O)NCCc1ccc(S(N)(=O)=O)cc1 (stereo not drawn) | 99 | 6 | -1 | -1 | 10 | -1.2 | 0 | -3 | -3 | -7
CCCCOC(=O)Nc1ccccc1C(N)=O | 92 | 8 | -2 | -3 | 14 | -1.6 | 1 | 1 | -2 | -1
Cc1sc2nc(CSCC(=O)NC(C)(C)C)[nH]c(=O)c2c1C | 100 | 12 | 55* | 1 | 13 | -2.3 | -11 | 0 | -2 | -1
CCOC(=O)c1ccc(NC(=O)CN2C(=O)C(=O)N(CC(C)C)C2=O)cc1 | . | 3 | -4 | -8 | 14 | -0.6 | -4 | 0 | -1 | -3
CCC(=O)c1c(NC(CC)CO)cc(C)oc1=O (stereo not drawn) | 93 | 3 | 33 | 6 | 0 | -0.7 | 4 | 0 | 0 | 0
O=C(CN(CC1CCCO1)S(=O)(=O)c1ccc(S(=O)(=O)NC2CC2)cc1)Nc1ccccc1 (stereo not drawn) | 98 | 12 | -10 | -11 | -2 | -2.7 | -10 | 2 | 0 | 0
C[C@H]1CN([C@@H](C)CO)S(=O)(=O)c2ccc(-c3cncnc3)cc2O[C@H]1CN(C)C(=O)NC1CCCC1 | 101 | . | . | 10 | . | . | 3 | . | -4 | 0
O=C(COc1ccc(S(=O)(=O)N2CCOCC2)cc1Cl)NCCN1CCOCC1 | 99 | 6 | 19 | 1 | -2 | -1.2 | 3 | 1 | -1 | -1
CC(C)=CCC/C(C)=C/CC/C(C)=N/O | . | -41 | -4 | -7 | -10 | 7.9 | -3 | -3 | 1 | -5
COc1ccc(N2C(=O)CC2(/C=C/c2ccccc2OC)C(=O)NC2CCCC2)cc1 (stereo not drawn) | . | 8 | -2 | -7 | 8 | -1.4 | -5 | -3 | -1 | -1
CC(O)CNc1nc(NCc2ccccc2)c2cnn(C)c2n1 (stereo not drawn) | 102 | 8 | 26 | -2 | -6 | -1.6 | -4 | -1 | -1 | 1
CCn1c(CSCc2ccc(Cl)cc2)nnc1SCC(=O)Nc1cccc(C(=O)O)c1 | 103 | 0 | 6 | 1 | -19 | 0.0 | -4 | 2 | 3 | 3
O=C(Nc1nc(-c2ccccn2)cs1)C1CC1 | 97 | 11 | 6 | -8 | -43 | -2.1 | -15 | 15 | 2 | 1
CCc1ccc(OCC(=O)NN2Cc3ccccc3C2=N)cc1 | 112 | 3 | 0 | 2 | -25 | -0.6 | 3 | 4 | 4 | 1
O=c1[nH]cnc2c1cnn2Cc1ccccc1Cl | 91 | 11 | 2 | -2 | 3 | -1.9 | -6 | -1 | -4 | 0
O=C(O)c1nc(-c2ccccc2)n(-c2cccc(C(F)(F)F)c2)n1 | 104 | 3 | 17 | 0 | 2 | -0.6 | -4 | -1 | -2 | 1
Cc1cc(C(=O)O)c(=O)[nH]c1C | 104 | -2 | 6 | -1 | 3 | 0.3 | -5 | 1 | -8 | -2
COc1ccc(-c2nc3n(n2)C(c2ccncc2)C(C(N)=O)=C(C)N3)cc1 (stereo not drawn) | . | 3 | -10 | 1 | -2 | -0.5 | 3 | 5 | -2 | 0
CCOc1ccc(OCC(=O)OCC(=O)N2CCN(S(=O)(=O)c3ccc(C)cc3C)CC2)cc1 | 99 | 16 | 23 | -5 | 3 | -4.0 | 2 | -3 | 2 | -2
O=C(O)c1ccc(S(=O)(=O)c2ccc3c(c2)C(=O)N(NC(=O)c2ccccc2)C3=O)cc1 | 100 | -2 | 15 | 0 | 0 | 0.4 | -9 | 1 | -2 | -2
Cc1nn2c3ccccc3nc2n(C)c1=O | 94 | 12 | 5 | 0 | -5 | -2.4 | 5 | 2 | 4 | 2
Cc1cc(NC(=O)COC(=O)Cn2c(C)csc2=O)ccc1Br | 106 | 12 | 0 | -6 | 4 | -2.4 | 0 | 5 | 2 | -5
Cc1cccc(C(=O)N/N=C/c2ccc(OCC(=O)N3CCCCC3)cc2)c1 | 88 | 5 | 6 | -12 | 17 | -0.9 | -3 | -1 | 1 | -2
COc1ccccc1OCC(O)CN1CCN(C(=O)c2ccccc2)CC1 (stereo not drawn) | 93 | 16 | 1 | 5 | -1 | -3.4 | 3 | 0 | 1 | -1
c1ccc2oc(-c3ccc(Nc4nc(N5CCOCC5)nc(N5CCOCC5)n4)cc3)nc2c1 | 103 | 8 | 28 | -12 | 22 | -1.6 | 2 | -4 | 0 | 0
O=C(CCNC(=O)N1CC(=O)Nc2ccccc21)Nc1cccc(Cl)c1 | 133 | 9 | -9 | -8 | 0 | -1.7 | -1 | 0 | 2 | 1
CC(=O)/C(C=Nc1noc(C)c1Br)=C(\C)O | 115 | -2 | -12 | -9 | 14 | 0.3 | 6 | 8 | 1 | -1
COc1ccc(C(=O)N2CCCC(Nc3ccc(F)cc3)C2)c(OC)c1 (stereo not drawn) | 102 | 17 | 41 | -9 | -3 | -3.0 | -2 | 5 | -4 | 2
Cc1csc(SCC(=O)O)n1 | 107 | 12 | -2 | -3 | -4 | -2.7 | -3 | 2 | -2 | -1
COC(=O)C1=C(C)NC(=O)C1(NS(=O)(=O)c1ccc(C)cc1)C(F)(F)F (stereo not drawn) | 110 | 8 | -8 | 3 | -45 | -1.5 | -8 | 0 | 1 | -2
Cc1cc(C(=O)OCC(=O)Nc2cc(C(F)(F)F)ccc2N2CCOCC2)c(C)o1 | 104 | -27 | 3 | 4 | -8 | 4.7 | -12 | 5 | 5 | -6
COc1ccccc1Nc1nn2c(=O)c3ccc(C(=O)NCc4cccnc4)cc3nc2s1 | 94 | -3 | 2 | 0 | -11 | 0.5 | 3 | 3 | -4 | -1
COCCCNC(=O)c1c[nH]c2ccc(S(=O)(=O)N3CCC(C)CC3)cc2c1=O | 105 | 13 | -22 | -1 | 1 | -2.9 | -6 | 0 | -1 | 0
C/C(CC(=O)Nc1ccccn1)=N\NC(=O)c1cccc(C)c1 | 98 | 0 | 1 | -10 | 12 | 0.1 | -1 | -4 | -3 | -1
CN(CC(=O)Nc1cccc(F)c1)C(=O)C1CCC(C(=O)N(C)CC(=O)Nc2cccc(F)c2)CC1 (stereo not drawn) | 102 | 8 | 6 | 1 | -1 | -1.5 | -6 | 0 | -1 | -1

Retrieved by structure from above:
SMILES | Pemphigus Ab inh | OPRM1-OPRD1 inv | Arr AP2 block | PKA-R1A activ | HTR5A inv ctr | OPRM1-OPRD1 ag | PKA-R2B act | HTR5A ag | V-ATPase pH | DAGLB inh
COC(=O)C1=C(C)NC(=O)C1(NS(=O)(=O)c1ccc(C)cc1)C(F)(F)F (stereo not drawn) | 110 | 8 | -8 | 3 | -45 | -1.5 | -8 | 0 | 1 | -2
CN(CC(=O)Nc1cccc(F)c1)C(=O)C1CCC(C(=O)N(C)CC(=O)Nc2cccc(F)c2)CC1 (stereo not drawn) | 102 | 8 | 6 | 1 | -1 | -1.5 | -6 | 0 | -1 | -1
COc1ccccc1Nc1nn2c(=O)c3ccc(C(=O)NCc4cccnc4)cc3nc2s1 | 94 | -3 | 2 | 0 | -11 | 0.5 | 3 | 3 | -4 | -1
COCCCNC(=O)c1c[nH]c2ccc(S(=O)(=O)N3CCC(C)CC3)cc2c1=O | 105 | 13 | -22 | -1 | 1 | -2.9 | -6 | 0 | -1 | 0
C/C(CC(=O)Nc1ccccn1)=N\NC(=O)c1cccc(C)c1 | 98 | 0 | 1 | -10 | 12 | 0.1 | -1 | -4 | -3 | -1
